Source: PubChem BioAssay
MC4R antagonist: MC4R antagonists of cAMP signaling, primary screen, cell-based, TR-FRET, antagonist arm of biased-ligand search | Melanocortin receptor 4 (Homo sapiens), P32245 | MC4R-expressing cells, MTII-stimulated cAMP, LANCE TR-FRET | inhibition, % at 6.5 µM | actives 0.48% (n = 360,000);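 active = inhibition above its plate's cutoff, the mean of tested wells on that plate plus 3 SD, cut at about 29% in these data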;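 note: 0% = Melanotan II alone and 100% = Melanotan II plus saturating MCL0020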
Target sequence (P32245 whole entry, looked up): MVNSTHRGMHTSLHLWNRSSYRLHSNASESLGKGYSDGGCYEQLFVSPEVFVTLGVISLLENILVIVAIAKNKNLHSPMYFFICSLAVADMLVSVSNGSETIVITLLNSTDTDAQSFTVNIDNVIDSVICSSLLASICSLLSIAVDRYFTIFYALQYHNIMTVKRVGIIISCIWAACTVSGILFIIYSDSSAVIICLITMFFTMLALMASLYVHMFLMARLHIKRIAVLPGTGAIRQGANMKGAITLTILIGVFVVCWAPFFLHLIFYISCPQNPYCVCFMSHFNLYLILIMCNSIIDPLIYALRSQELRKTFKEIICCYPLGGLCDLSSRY
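system = U2OS cells with stable human MC4R expression | also added = Melanotan II challenge after compound preincubation | dosing = one concentration, 6.5 µM nominal | incubation = compound 30 min, challenge 1 h, detection 1 h | measured by = TR-FRET with Eu-cAMP and labeled anti-cAMP, 671 nm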
NOD2 RIPK2 PPI: NOD2-RIPK2 binding disruptors in cells, primary screen, fluorescence, CHO cells, BLA complementation. Receptor-interacting serine/threonine-protein kinase 2 (Homo sapiens), O43353. CCF4 ratio. actives 0.38% (n = 360,000). inhibition, % at 4.98 µM; in the data active = inhibition above about 21%;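 note: 0% = vehicle only and 100% = reference blocker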
Target sequence (O43353 whole entry, looked up): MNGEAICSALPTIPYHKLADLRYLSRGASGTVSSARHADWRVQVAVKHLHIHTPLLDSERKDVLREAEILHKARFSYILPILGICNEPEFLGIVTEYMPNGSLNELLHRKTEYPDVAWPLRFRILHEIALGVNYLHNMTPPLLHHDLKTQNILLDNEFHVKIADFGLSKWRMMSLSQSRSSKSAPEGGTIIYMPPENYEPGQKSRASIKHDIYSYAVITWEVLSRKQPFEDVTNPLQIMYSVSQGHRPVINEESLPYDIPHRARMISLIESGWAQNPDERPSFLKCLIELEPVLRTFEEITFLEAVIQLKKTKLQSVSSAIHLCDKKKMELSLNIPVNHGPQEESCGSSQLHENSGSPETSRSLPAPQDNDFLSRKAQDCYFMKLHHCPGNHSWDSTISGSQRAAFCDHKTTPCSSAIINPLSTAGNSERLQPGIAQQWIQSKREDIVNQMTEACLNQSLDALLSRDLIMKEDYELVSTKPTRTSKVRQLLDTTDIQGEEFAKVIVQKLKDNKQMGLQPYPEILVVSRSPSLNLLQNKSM
TLR9-MyD88 inh: inhibitors of TLR9-MyD88 association in cells, primary screen, cell-based, CHO, BLA complementation, fluorescence | Toll-like receptor 9 (Homo sapiens) + Myeloid differentiation primary response protein … | CCF4 FRET ratio | inhibition, % at 4.98 µM | actives 0.21% (n = 340,000) | AID 504734, 2011;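 active = inhibition above the mean over all tested compounds plus 3 SD, cut at about 21% in these data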;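 note: 0% = DMSO only wells and 100% = clavulanate BLA inhibitor control wells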
Exocytosis inh: LAMP-1 surface exposure blockers, TALL-104 cells – cell-based, flow cytometry, MLPCN library, primary screen | actives 0.66% (n = 360,000) | inhibition, % at 10 µM | TALL-104 LAMP-1 surface exposure; cells stimulated with thapsigargin and PMA;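 active = inhibition above about 55%, limit read from the data; inconclusive = no clear call, values can overlap the other calls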
Vif imaging: HIV Vif self-association inhibitors, primary screen, imaging, HEK293T, single point; HEK293T cells, Vif self-association by quenched fluorescence, 24 h; inhibition, % at 7.49 µM; actives 0.35% (n = 340,000); AID 602346, 2012; in the data active = inhibition above about 50%, passing the limit was not always enough; inconclusive = no clear call, values can overlap the other calls; inactive = below about 31%; note: some results filed as inactive read as strong as hits
ABHD5-PLIN5 inh: ABHD5-PLIN5 interaction inhibitors, primary screen, cell lysate, split luciferase complementation, luminescence | Split G. princeps luciferase complementation, 4 h | inhibition, % at 4 µM | actives 0.78% (n = 360,000) | AID 602281, 2012;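 active = inhibition above the mean inhibition across every tested compound plus 3 SD, cut at about 22% in these data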;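 note: 0% = DMSO only wells and the 100% control is not disclosed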
MC4R barr agon: MC4R agonists recruiting beta-arrestin, primary screen, cell-based, luminescence, agonist arm of biased-ligand search; Melanocortin receptor 4 (Homo sapiens), P32245; U2OS MC4R beta-arrestin complementation; percent of melanotan II response, DMSO zero; activation, % at 8.9 µM; actives 0.98% (n = 360,000); AID 540308, 2011;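 active = activation above a per-plate cutoff, the mean activation of sample wells on that plate plus 3 SD, cut at about 8% in these data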
aDG glyco up: activators of alpha-DG glycosylation, primary screen, uHTS, Pro5-aDG cells, AlphaScreen | alpha-DG glycosylation AlphaScreen (IIH6); 0% Pro5, 100% B10-LARGE cell signal | activation, % at 10 µM | actives 0.22% (n = 360,000);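 active = activation of at least 8% versus controls, or a plate z-score of at least 8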;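 note: Pro5 are CHO cells carrying HIG-tagged alpha-DG that lacks glycosylation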
Glyco luc inh: increase of ERlucT glycosylation luciferase signal, primary screen, N-linked glycosylation inhibitor project, D54 ERlucT cells, luminescence, set 2; D54 ERlucT glycosylation luciferase reporter, 24 h; percent of 100 nM tunicamycin response; reporter increase, % at 12.5 µM; actives 0.23% (n = 360,000); AID 588692, 2011;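 active = mean luciferase reporter signal, scaled so untreated is 0 and the glycosylation-blocking control 100, at or above a set limit in every replicate; inconclusive = mean reaches the limit but not every replicate does; inactive = mean below the limit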;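 note: luciferase carries N-glycosylation sites so blocking glycosylation raises the light; 0% = median of neutral control wells and 100% = median of 100 nM tunicamycin wells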
ABCB6 inh MLPCN: ABCB6 transporter inhibitors, primary screen, K562-ABCB6 cells, flow cytometry, MLPCN library; K562-ABCB6 porphyrin accumulation, 1 h; stronger effect = lower value; fluorescence ratio to DMSO, % at 10 µM; actives 0.19% (n = 360,000);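 active = fluorescence ratio to DMSO below 75%, the collection mean minus 3 SD; inconclusive = too few cells collected in the well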;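 note: signal is porphyrin accumulated inside mitochondria; 100% equals median channel fluorescence of DMSO control wells; lower ratio means ABCB6 inhibition with less porphyrin fluorescence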
* = called active by the depositor; ? = inconclusive; / = not tested or not shown. This is a subset (hit frequency here may not be typical).

Values in the order – MC4R antagonist	NOD2 RIPK2 PPI	TLR9-MyD88 inh	Exocytosis inh	Vif imaging	ABHD5-PLIN5 inh	MC4R barr agon	aDG glyco up	Glyco luc inh	ABCB6 inh MLPCN
> CCOc1cc(C(=O)Nc2cc(C)ccc2C)ccc1OCC(=O)N1CCCCC1
→ 11.1	-4.5	-10.3	-5.6	1.9	5.4	3.0	-0.1	-2.1	92.0
> COc1cc(-c2nnn(Cc3ccccc3C)n2)cc(OC)c1OC
→ 12.0	-5.6	-11.2	-9.7	-3.7	-7.6	0.2	0.1	3.5	100.0
> COc1ccc(C(=O)NC(C)CCc2ccccc2)c(O)c1 (stereo not given)
→ 1.0	-5.2	-3.1	2.1	-3.8	-7.0	3.1	0.2	-2.9	93.0
> CNC(=O)CSc1nnc(CCc2ccccc2)n1-c1ccccc1
→ -0.4	-4.2	2.6	-0.9	-7.3	-4.7	1.5	0.1	0.6	100.0
> O=C(CNc1cccc2ccccc12)N/N=C/c1ccc[nH]1
→ -3.6	-4.3	-3.7	-7.9	-5.5	1.6	-1.8	-0.1	2.2	88.0
> CC1CCOC2(O1)C(=O)Nc1ccccc12 (stereo not given)
→ 2.1	0.8	7.1	-0.3	/	0.3	-1.3	0.2	7.2	103.0
> CC(=O)N1c2ccc(S(=O)(=O)N3CCC(C(=O)Nc4ccccn4)CC3)cc2CC1C (stereo not given)
→ 3.0	-6.7	-1.5	2.0	-4.0	-5.1	-2.6	0.1	-1.1	100.0
> CCc1nc(N)c(C#N)c(-c2cccc3ccccc23)c1C
→ 0.7	-4.3	0.5	-0.7	/	-1.3	-2.8	0.4	0.1	93.0
> CCOc1ccc(S(=O)(=O)n2cc(F)c(=O)[nH]c2=O)cc1[N+](=O)[O-]
→ 10.6	3.4	4.9	-1.0	3.5	-8.0	-2.7	-0.3	-0.3	96.0
> CN(CC(=O)N1CCN(c2ccccc2)CC1)S(=O)(=O)c1cccs1
→ 6.1	-16.1	5.2	0.6	-0.8	6.4	1.0	-0.2	1.0	99.0
> CCOC(=O)CNC(c1ccccc1)c1cc(Br)ccc1NC(=O)CCN1CCOCC1 (stereo not given)
→ 2.5	-5.9	1.1	46.6	-0.3	24.2*	-2.5	-0.5	19.0	104.0
> COc1ccccc1C(c1c(O)nc(SC)[nH]c1=O)c1c(O)nc(SC)[nH]c1=O
→ 6.9	-8.2	5.9	-9.5	-2.0	23.5*	-0.6	-0.1	-0.3	101.0
> c1ccc2c(c1)nnn2-c1ncnc2sccc12
→ -8.8	-3.5	7.5	0.7	0.7	-0.5	4.5	0.0	1.5	89.0
> CCN(CC(=O)Nc1cc(Cl)ccc1C)C(=O)c1cc([N+](=O)[O-])ccc1N1CCOCC1
→ 2.9	-3.9	5.5	6.7	0.1	-18.8	-2.5	0.3	1.0	103.0
> COc1ccc(C(=O)C(C)OC(=O)c2nc3nccc(C)n3n2)cc1 (stereo not given)
→ 2.7	-4.9	-5.8	-0.3	-2.5	-7.9	-1.2	0.0	-1.5	93.0
> CCn1nc(C(=O)Nc2nc3ccccc3[nH]2)c2ccccc2c1=O
→ 12.4	-4.8	-5.3	0.4	-10.8	2.6	-0.3	-0.2	4.0	95.0
> Cc1ccc(OCCNC(=O)CNC(=O)c2ccc(Cl)c([N+](=O)[O-])c2)cc1
→ 10.0	4.1	-8.7	6.0	1.5	9.9	-0.5	0.0	0.9	99.0
> Cn1cccc1-c1cc(C(=O)N/N=C/c2ccccc2Cl)[nH]n1
→ 4.9	-5.1	-7.3	5.1	-7.8	-2.8	0.5	-0.2	0.1	92.0
> COc1cccc(CCC(=O)N(C)C2CCCN(Cc3ccccc3F)C2)c1 (stereo not given)
→ 3.3	-4.6	0.3	-12.8	0.1	0.3	-0.2	-0.2	-1.8	103.0
> CC(C)(C)C(=O)Cn1c[n+](N)cn1
→ 3.6	1.8	-10.4	-0.7	12.3	8.2	-0.2	0.5	-0.6	106.0
> COc1ccc(NC(=O)c2ccc(NC(=O)CSc3nc(N)cc(=O)[nH]3)cc2)cc1
→ 0.5	-8.8	-2.2	2.5	0.5	5.5	-2.4	-0.1	0.9	87.0
> COC(=O)c1nn2c(C(F)(F)F)cc(-c3ccc(Br)o3)nc2c1Br
→ -11.9	-4.6	-2.8	0.4	/	12.6	6.7	0.1	2.4	101.0
> C[C@H](CO)N1C[C@H](C)[C@@H](CN(C)S(=O)(=O)c2ccc(F)cc2)Oc2ccc(NC(=O)Nc3ccccc3)cc2C1=O
→ 0.1	-1.6	11.7	1.2	2.0	-4.3	1.1	-0.2	-2.6	92.0
> Cc1cccc(NC(=S)NCc2ccc3[nH]c4c(c3c2)CCCC4)c1
→ -6.0	5.6	-0.4	-3.4	-3.8	-15.2	0.5	0.3	-5.1	?
> C1CCc2nc3c(nc2C1)CCCC3
→ 6.5	5.3	-7.8	-2.1	-14.5	1.4	-1.5	-0.1	-0.9	100.0
> Cc1cc(C)nc(NS(=O)(=O)c2ccc(NC(=O)C(C)Oc3ccccc3F)cc2)n1 (stereo not given)
→ 21.4	2.6	0.3	-4.2	-2.0	0.1	-0.9	-0.1	-0.2	109.0
> CNC(=O)C12CC3CC(C1)CC(c1ccc(C)cc1)(C3)C2
→ 8.9	-8.5	2.2	-15.4	0.7	2.8	-1.3	0.1	0.7	104.0
> Fc1ccc2cnc(-c3ccccc3)c(-c3cc(C(F)(F)F)cc(C(F)(F)F)c3)c2c1
→ 4.0	3.4	6.0	-1.3	2.8	7.4	-1.5	-0.1	-3.6	106.0
> COc1ccc2c(c1)nc(SCC(=O)c1cccs1)n2C
→ -1.6	-0.2	7.8	0.9	-1.8	1.7	0.3	0.3	1.7	94.0
> COc1cccc(C(=O)NCC(=O)N/N=C/c2cccs2)c1
→ 7.8	-4.8	3.7	2.2	6.1	-2.8	-0.4	0.0	2.4	93.0
> CCOC(=O)N1CCN(C(=O)C(NC(=O)c2ccc(C(C)(C)C)cc2)C(C)C)CC1 (stereo not given)
→ 3.9	-8.8	-7.2	-11.9	-8.7	2.8	-0.3	-0.3	0.9	93.0
> NC(=O)NCCCC(=O)O
→ 9.0	-0.1	8.0	7.8	4.2	4.5	-1.3	0.1	0.5	98.0
> CCOC(=O)COc1cccc2c(=O)n(CC(=O)NCc3ccccc3)ccc12
→ -30.1	5.5	13.1	3.9	32.9	-1.6	-1.4	0.0	23.7	98.0
> Cc1nc(NC(=O)CCCC(=O)Nc2nc(C)c(C)s2)sc1C
→ -0.4	-10.0	-0.4	0.3	-2.6	-2.4	0.0	-0.2	4.0	98.0
> O=C(CCl)Nc1ccccc1C(=O)c1ccccc1
→ 2.3	-2.4	-3.3	3.4	3.8	12.3	-3.3	0.4	-2.7	101.0
> O=C(COC(=O)CCc1nc2ccccc2c(=O)[nH]1)Nc1ccccc1OC(F)F
→ 2.2	4.2	5.8	-4.6	2.5	6.4	-4.1	1.1	0.7	94.0
> CC(NC(=O)COC(=O)c1ccc(S(=O)(=O)N2CCOCC2)cc1)c1ccccc1 (stereo not given)
→ 12.1	-3.1	-0.7	5.9	3.5	5.9	-1.4	-0.1	0.5	105.0
> Cc1cccc(OCC(=O)NCC(=O)N/N=C/c2cc(Br)cc(Br)c2O)c1
→ 9.6	-1.5	12.6	29.3	-8.7	4.4	1.4	0.3	-2.9	92.0
> CSc1nsc(SCC(=O)Nc2nc3ccc(C)cc3s2)n1
→ 3.0	-6.3	-0.3	1.5	4.9	-1.3	-1.3	0.2	0.6	99.0
> COc1ccc(-c2coc3cc4oc(=O)c5ccccc5c4cc23)cc1F
→ -22.1	-1.7	-1.3	3.0	23.7	3.3	-2.6	-0.2	4.4	93.0
> COc1ccc(/C=C2\CCC(C3CCCC3)C2=O)cc1OC (stereo not given)
→ 23.8	8.0	-2.4	-7.6	-0.8	-3.2	1.8	0.1	-0.2	107.0
> CCOc1ccc(/C=N/NC(=O)NC23CC4CC(CC(C4)C2)C3)cc1O
→ -1.4	-1.4	-2.7	9.3	22.7	-3.5	1.7	0.2	-1.5	100.0
> CC(C)Cc1nnc(NC(=O)CC(C)c2ccccc2)s1 (stereo not given)
→ 2.7	0.2	9.2	8.7	-6.1	-7.8	2.5	-0.2	1.0	97.0
> COc1ccc(NS(=O)(=O)c2ccc(N3CCCC3)c(NC(=S)Nc3cccc(C)c3C)c2)cc1
→ 15.6	1.2	-3.2	1.9	3.2	-6.2	-2.6	1.6	-3.1	97.0
> Fc1ccccc1CCNc1nnnn1-c1ccccc1
→ 8.0	4.5	1.1	-3.9	/	2.1	-1.2	0.0	-1.2	89.0
> O=C(Oc1cc(-c2ccccc2)no1)c1cccc(C(F)(F)F)c1
→ 7.8	1.5	3.3	0.3	10.3	-0.9	-0.5	0.3	0.4	95.0
> CCOC(=O)c1cc2c(nc1NC(=S)Nc1ccccc1)CC(C)(CC)OC2 (stereo not given)
→ 6.8	-3.0	-2.3	-0.5	-3.0	2.3	-0.2	0.0	-1.5	101.0
> CCCCNC(=O)CC1N=C2c3ccccc3N=C(SCC(=O)Nc3ccc(OC)cc3)N2C1=O (stereo not given)
→ 3.4	-0.6	-2.9	8.9	-4.2	-7.3	-3.0	0.0	-6.4	100.0
> O=C(CCc1ccccc1)NCc1ccncc1
→ 1.3	7.4	9.8	2.0	-4.0	4.7	-1.0	-0.3	0.6	102.0
> Cc1nn(S(=O)(=O)c2cccs2)c(C)c1Sc1ccc([N+](=O)[O-])cc1
→ -2.5	-2.1	2.0	-0.3	-18.4	-8.3	-1.4	1.5	-2.2	79.0
> O=C1CN(C(=O)c2ccc(Br)o2)C(c2ccccc2)c2cc(Br)ccc2N1 (stereo not given)
→ 9.2	-5.2	-2.5	-4.9	-9.6	-4.2	-0.3	0.0	-0.5	95.0
> O=S1OC(c2ccccc2)c2cc(Cl)ccc21 (stereo not given)
→ 7.2	-5.0	4.6	4.8	/	16.8	0.6	-0.2	0.9	92.0
> COCCN1Cc2cccc(C(=O)N3CCN(c4cc(C)ccc4C)CC3)c2C1=O
→ 20.8	3.0	-6.0	3.6	-4.8	-13.0	1.5	-0.3	0.9	98.0
